Source: PubChem BioAssay (The Scripps Research Institute Molecular Screening Center)
DDE Tn6 FP inh: inhibitors of Tn6 peptide binding to human fibrin DD(E) | 370,000 tested, 0.21% active | Fibrin DD(E) TRITC-Tn6 fluorescence polarization displacement | P02675 | inhibition, % at 8.3 µM | AID 720509;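 active = inhibition above a per-campaign cutoff: mean of compounds within control limits plus 3 SD, cut at about 15% in these data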;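 note: 0% = median of all compound wells on the plate and 100% = blocking peptide control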
proKLK7 act: activates the human kallikrein-7 zymogen | P49862 | purified proKLK7, EDANS-DABCYL substrate fluorescence; 100% is mature enzyme control, 0% vehicle | 370,000 tested, 0.9% active | activation, % at 7 µM;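 active = activation above the mean of all tested compounds plus 3 SD, computed per campaign excluding outliers beyond control limits, cut at about 13% in these data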
Target sequence (P49862 whole entry, looked up): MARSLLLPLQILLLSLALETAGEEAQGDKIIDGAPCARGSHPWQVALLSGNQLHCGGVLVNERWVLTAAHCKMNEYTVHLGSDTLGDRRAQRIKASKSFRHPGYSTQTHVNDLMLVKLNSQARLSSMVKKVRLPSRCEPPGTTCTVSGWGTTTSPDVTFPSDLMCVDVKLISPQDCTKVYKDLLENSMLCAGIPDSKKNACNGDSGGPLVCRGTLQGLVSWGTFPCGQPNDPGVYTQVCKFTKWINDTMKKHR
TDP2 absorb: blocks human TDP2 phosphodiesterase activity | O95551 | recombinant TDP2, T5PNP hydrolysis, p-nitrophenol absorbance 415 nm | inhibition, % at 12.8 µM | 370,000 tested, 0.34% active | AID 720702;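 active = inhibition above the mean of all tested compounds plus 3 SD, set per campaign, cut at about 25% in these data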;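 note: 0% = DMSO with enzyme and 100% = buffer with substrate but no TDP2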
Target sequence (O95551 whole entry, looked up): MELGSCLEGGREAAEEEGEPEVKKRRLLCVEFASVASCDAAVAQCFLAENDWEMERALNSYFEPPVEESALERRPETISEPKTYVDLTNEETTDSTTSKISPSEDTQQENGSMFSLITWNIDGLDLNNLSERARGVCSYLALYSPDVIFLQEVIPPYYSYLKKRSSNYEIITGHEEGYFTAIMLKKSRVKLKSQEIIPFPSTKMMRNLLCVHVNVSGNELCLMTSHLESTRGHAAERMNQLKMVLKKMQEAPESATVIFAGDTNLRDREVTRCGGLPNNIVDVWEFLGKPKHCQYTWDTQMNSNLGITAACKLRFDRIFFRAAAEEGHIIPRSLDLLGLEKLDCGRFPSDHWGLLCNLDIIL
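Assay system: recombinant human TDP2 / Reagent: T5PNP substrate at 5 mM, a TopII-DNA adduct mimic / Measured by: epi absorbance from released p-nitrophenol / Evaluation: % inhibition relative to enzyme-containing and enzyme-free wells / Control set: enzyme-free and DMSO wells / Replicates: each compound tested once, singlicate / Schedule: enzyme reaction with compound for 2 h at 37 °C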
PLC-gamma1 inh: blocks human PLC-gamma1 enzyme activity; purified PLC-gamma1, fluorogenic substrate, fluorescence; inhibition, % at 12.2 µM; 370,000 tested, 0.84% active; P19174; in the data active = inhibition above about 9.5%
ARFGAP1 inh: rat ARFGAP1 inhibition. Q62848. Arfgap1-stimulated ARF1 GTP hydrolysis, GDP FP detection. inhibition, % at 16.5 µM. 360,000 tested, 0.26% active;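 active = inhibition above a per-plate limit, mean inhibition of low control wells plus 3 SD, cut at about 25% in these data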;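 note: 0% = DMSO wells with enzyme and 100% = wells lacking Arfgap1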
Target sequence (Q62848 1-136 limits assumed): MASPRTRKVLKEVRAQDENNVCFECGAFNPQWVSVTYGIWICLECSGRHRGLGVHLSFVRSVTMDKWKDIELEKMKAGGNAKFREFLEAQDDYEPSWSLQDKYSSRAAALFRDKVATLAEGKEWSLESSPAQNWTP
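Replicates: Single well per compound | Assay system: Truncated rat Arfgap1 GAP domain | Control set: No-Arfgap1 wells (100%) versus DMSO full-reaction wells (0%) | Times: Enzyme reaction 120 min at 25 °C after 20 min preincubation | Reagent: Human ARF1(Δ1-17)-GTP substrate | Measured by: Tracer-displacement fluorescence polarization with EDTA stop, 620/688 nm | Measure: Percent inhibition of Arfgap1-stimulated GTP hydrolysis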
ADAM10 inh: inhibitors of human ADAM10 | O14672 | recombinant ADAM10, EDANS/DABCYL FRET peptide cleavage, 3 h | inhibition, % at 7 µM | 370,000 tested, 0.62% active;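 active = inhibition above a per-campaign cutoff equal to the mean of compounds falling between control-based bounds plus 3 SD, cut at about 20% in these data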;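 note: 0% = DMSO wells while the 100% control is not disclosed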
ADAM17 inh: inhibitors of human ADAM17. 370,000 tested, 0.83% active. AID 720648. P78536. recombinant ADAM17, EDANS/DABCYL FRET peptide cleavage. inhibition, % at 6.95 µM;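 active = inhibition above the mean of compounds lying between control limits plus 3 SD, set per campaign, cut at about 8.5% in these data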;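 note: 0% = DMSO-only wells as the low control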
ASAP1 GAP inh: blocks human ASAP1-stimulated Arf1 GTP hydrolysis; Q9ULH1; GDP FP detection; inhibition, % at 16.5 µM; 360,000 tested, 0.19% active; in the data active = inhibition above about 25%;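 note: 0% = vehicle with enzyme and substrate and 100% = no enzyme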
LEDGF integ inh: blocks HIV-1 LEDGF/p75-dependent DNA integration. inhibition, % at 3.7 µM. AID 743269. TR-FRET IN-LEDGF/p75 DNA integration, Eu/Cy5. 370,000 tested, 0.64% active;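 active = inhibition above the screen-wide mean plus 3 SD, cut at about 13% in these data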;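 note: signal is the Cy5 over europium emission ratio at 671 and 618 nm; 0% = plate median of compound wells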
Tn7 DDE FP: inhibitors of Tn7 peptide binding to human fibrin DD(E) | FP displacement of FITC-Tn7 peptide from fibrin DD(E); 0% = median of compound wells per plate | 370,000 tested, 0.13% active | P02675 | inhibition, % at 8.3 µM;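 active = inhibition above the mean of compounds falling within the control limits plus 3 SD of them, cut at about 14% in these data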;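 note: 0% = plate median of compound wells and 100% = 10 µM Aha-Tn7 peptide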
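Also added: labelled Tn7 tracer, 0.1 µM; Assay system: human fibrin DD(E) protein; Amount: 2 µM fibrin DD(E); Schedule: 10 min compound pre-incubation, 3 h probe incubation at room temperature; Repeats: one replicate per compound; Read-out basis: percent inhibition; Measured by: fluorescence polarization of the labelled Tn7 tracer.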
Active calls of the source: *; / = no result given.

ADAM10 inh | PLC-gamma1 inh | ASAP1 GAP inh | TDP2 absorb | ARFGAP1 inh | LEDGF integ inh | DDE Tn6 FP inh | Tn7 DDE FP | ADAM17 inh | proKLK7 act | SMILES
-6 | -1 | 3 | 1 | 2 | 1 | 5 | -6 | -4 | 0.2 | NS(=O)(=O)c1ccc(NC(=O)CSC2=NC(=O)C(c3ccccc3)C(=O)N2)cc1 (stereo unspecified)
-19 | -1 | 3 | 0 | 2 | 2 | -1 | -1 | -8 | 1.1 | O=C(O)C1CCCCC1C(=O)N1CC=C(c2ccccc2)CC1 (stereo unspecified)
-60 | -5 | 3 | -6 | 15 | -1 | 3 | -2 | -16 | -0.3 | Cc1ccc2[nH]c(=O)c(CN(Cc3ccco3)C(=O)CN3CCCC(C)C3)cc2c1 (stereo unspecified)
-17 | 7 | 12 | 0 | 5 | -4 | -2 | -10 | -4 | 0.0 | CCCC1(c2ccsc2)NC(=O)NC1=O (stereo unspecified)
13 | 5 | -3 | -8 | 15 | 0 | -10 | 1 | 1 | 0.7 | CC(C)Nc1ccc(C(CC(N)=O)NC(=O)c2ccc(Br)cc2)cc1[N+](=O)[O-] (stereo unspecified)
2 | 3 | 6 | -8 | -6 | 0 | 11 | 6 | -1 | 0.9 | O=C(C=Cc1ccccc1)c1cccs1
3 | -18 | -5 | 11 | -5 | -6 | 2 | -4 | 1 | 0.1 | COc1ccc2c(c1)c(-c1csc(N)n1)c(C)n2C
-7 | -2 | 9 | -12 | -4 | 2 | 2 | 2 | -4 | 0.2 | C=C1C(=O)O[C@H]2C1CC[C@@](C)(O)C13C=CC(C)(C21)C1(C3)C(=O)O[C@@H]2C3C(C)=CCC3[C@](C)(O)C[C@H](OC(C)=O)C21 (stereo partly specified)
-4 | -4 | -18 | 4 | -8 | 3 | -4 | -3 | -1 | 0.2 | CCCn1c(=O)c2ccccc2n2c(SCC(=O)Nc3cc(C)on3)nnc12
-1 | 2 | -1 | 8 | 4 | -1 | 3 | 1 | 2 | -0.1 | COC(=O)/C(=N\Nc1ccc(Cl)cc1)Sc1nnc(-c2ccc(OC)cc2)n1C
0 | -1 | 1 | -8 | 8 | 0 | 3 | -4 | 1 | 0.4 | Cc1cc(F)ccc1-c1cc(C(=O)Nc2ccc(F)cc2)[nH]n1
-9 | 4 | -5 | 7 | 10 | -1 | 4 | -4 | -7 | -0.1 | CCC1CCCCN1C(=O)COC(=O)c1cccs1 (stereo unspecified)
3 | 5 | -12 | -15 | -4 | 11 | 5 | -1 | 0 | 0.1 | COc1ccc(S(=O)(=O)NC(C)C)cc1C(=O)N1CCOCC1
6 | 0 | -26 | -12 | 4 | 4 | -10 | 4 | -2 | -0.2 | Cc1ccccc1COn1nnc2ccc(S(=O)(=O)N3CCOCC3)cc21
0 | 0 | -21 | 0 | -7 | 2 | -4 | 1 | -4 | 0.4 | COC(=O)c1sccc1NC(=O)CC1C(=O)NCCN1C(=O)Nc1cc(Cl)ccc1OC (stereo unspecified)
1 | 0 | 10 | -3 | 5 | 1 | -4 | 2 | -6 | 0.6 | CCOCCN(C(=O)COC)c1cccc(OC)c1
1 | 5 | -1 | 4 | 12 | 2 | 1 | -2 | -1 | 0.3 | O=c1ccc(=O)n(-c2ccccc2)[nH]1
-27 | -53 | -2 | -5 | 7 | -4 | 2 | -4 | -9 | 0.1 | O=C(O)c1cccc(N/N=C/c2sc(N3CCOCC3)nc2-c2ccccc2)c1
-11 | -2 | 5 | -6 | 8 | -5 | 3 | 5 | -7 | -0.2 | Cc1c(CCOC(=O)c2cc([N+](=O)[O-])cc([N+](=O)[O-])c2)sc[n+]1CCCCS(=O)(=O)[O-]
7 | 1 | -2 | 6 | -2 | 2 | -2 | 7 | -1 | -0.4 | Cc1noc(C)c1-c1nc(CSc2ccccc2)no1
0 | -1 | -10 | 6 | -9 | -2 | 8 | 3 | 1 | 0.2 | CC(=O)N1CCN(c2ccc(S(=O)(=O)NCCN(C(C)C)C(C)C)cc2[N+](=O)[O-])CC1
0 | -5 | -6 | 13 | -5 | 14* | 7 | 0 | -4 | 0.7 | O=C(O)CCC(=O)Nc1ccc(N2CCCCCC2)cc1
-9 | -2 | / | 1 | / | -1 | -6 | 9 | -6 | / | O=C(OCC#CCSc1nnc(-c2cccc3ccccc23)o1)c1ccc(Cl)c(C(F)(F)F)c1
1 | 1 | 16 | 5 | 2 | 0 | 2 | 1 | -2 | 0.6 | CN(C)C=NCCn1c(N2CCOCC2)nc2c1c(=O)n(C)c(=O)n2C

Profiles as entered above. Screens in order: ADAM10 inh, PLC-gamma1 inh, ASAP1 GAP inh, TDP2 absorb, ARFGAP1 inh, LEDGF integ inh, DDE Tn6 FP inh, Tn7 DDE FP, ADAM17 inh, proKLK7 act
Entry for C=C1C(=O)O[C@H]2C1CC[C@@](C)(O)C13C=CC(C)(C21)C1(C3)C(=O)O[C@@H]2C3C(C)=CCC3[C@](C)(O)C[C@H](OC(C)=O)C21 (stereo partly specified) = -7, -2, 9, -12, -4, 2, 2, 2, -4, 0.2
Entry for COc1ccc(S(=O)(=O)NC(C)C)cc1C(=O)N1CCOCC1 = 3, 5, -12, -15, -4, 11, 5, -1, 0, 0.1

Carrying on:
ADAM10 inh | PLC-gamma1 inh | ASAP1 GAP inh | TDP2 absorb | ARFGAP1 inh | LEDGF integ inh | DDE Tn6 FP inh | Tn7 DDE FP | ADAM17 inh | proKLK7 act | SMILES
6 | 1 | -8 | 2 | 5 | 0 | 8 | -2 | -2 | -0.3 | COc1ccc(CCNC(=O)CN2CCN(S(=O)(=O)c3ccc(Cl)cc3)CC2)cc1OC
-8 | 0 | 4 | 7 | 8 | -1 | 0 | 0 | -2 | -0.6 | COCCNC(=O)c1ccc(Cl)c(S(=O)(=O)Nc2cccc(C)c2C)c1
-7 | 0 | -4 | 21 | 6 | -2 | -2 | -3 | -4 | -0.3 | COc1cc(CNCc2ccc(OC)cc2OC)cc(OC)c1
10 | 1 | -10 | -9 | 6 | -2 | 8 | 6 | 2 | -0.5 | COc1cc(C(=O)OCC(=O)N2CCN(S(=O)(=O)c3ccc(C)cc3C)CC2)c([N+](=O)[O-])cc1OC
-4 | 4 | 0 | 3 | -3 | 2 | -2 | 1 | -1 | -1.0 | O=C(CCCC(=O)NN=Cc1ccccc1Cl)NN=Cc1ccccc1Cl
-5 | 2 | 8 | 7 | 3 | 0 | -1 | 1 | -2 | 0.2 | CCCCn1nnc(NC(=O)c2ccc(-c3ccccc3[N+](=O)[O-])o2)n1
3 | 4 | 8 | 8 | 3 | 0 | -1 | -2 | -3 | 0.7 | O=C(COc1cc(Cl)c(Cl)cc1Cl)NCCN1CCOCC1
3 | -1 | 1 | 12 | 4 | -5 | 11 | 10 | -2 | 0.3 | CCOC(=O)C1=C(C)N(C)C(=O)NC1c1cccc(O)c1 (stereo unspecified)
-1 | -1 | -1 | 13 | -2 | 1 | 8 | 1 | 3 | -0.7 | CCOc1ccc(C(C)NC(=S)NCc2ccc(F)cc2)cc1 (stereo unspecified)
13 | 3 | 2 | -5 | -12 | 1 | 4 | 9 | -3 | -0.1 | O=C(c1ccncc1)N1CCN(c2cccc(C(F)(F)F)c2)CC1
15 | 16* | 1 | -10 | -6 | 4 | -5 | -8 | 12* | 0.5 | O=C(Nc1ccccc1)Nc1cccc(Cl)c1Cl
1 | 0 | -2 | 2 | 0 | 1 | -9 | -4 | 1 | 0.4 | Cn1c(SCC(=O)Nc2cccc(S(=O)(=O)NC3=NCCCCC3)c2)nnc1-c1ccccc1
7 | 0 | -10 | -4 | -4 | 1 | -2 | 4 | -3 | -0.7 | CCCCNc1ccc(C(CC(N)=O)NC(=O)c2cc(C)cc(C)c2)cc1[N+](=O)[O-] (stereo unspecified)
-217 | -106 | 10 | 0 | 1 | 2 | -2 | -3 | -58 | 2.4 | OC1CCC(Nc2ccn3nc(-c4cccc(Cl)c4)cc3n2)CC1 (stereo unspecified)
5 | 0 | -3 | 5 | 3 | 0 | -9 | 5 | -5 | -0.2 | C[n+]1ccc(C(=O)N/N=C/c2ccco2)cc1
-1 | 2 | 8 | -14 | 14 | 1 | -5 | -9 | 0 | -0.4 | CC(C)Sc1nc2c(cnn2-c2ccc(F)cc2)c(=O)[nH]1
12 | 3 | 1 | -10 | 20 | -5 | -4 | 0 | 9.5* | -0.1 | COc1cccc(C(C)(O)c2nc(-c3csc4ccccc34)cs2)c1 (stereo unspecified)
11 | 0 | 18 | -11 | 13 | -3 | -1 | 7 | -1 | -0.6 | Cc1ccc(Nc2nc(-c3cccnc3)cs2)cc1C
-1 | 1 | -6 | -9 | -3 | 3 | 1 | -4 | -1 | 0.5 | NC1(C(=O)O)CCCCC1c1ccccc1 (stereo unspecified)
-78 | -19 | 11 | 7 | 4 | -2 | 0 | 11 | -24 | 1.7 | COc1cc(C(CCN2CCOCC2)c2c(OC)cc(OC)c3c(C)cc(=O)oc23)cc(OC)c1OC (stereo unspecified)

Some of these compounds in order of molar mass, lowest first.
ADAM10 inh | PLC-gamma1 inh | ASAP1 GAP inh | TDP2 absorb | ARFGAP1 inh | LEDGF integ inh | DDE Tn6 FP inh | Tn7 DDE FP | ADAM17 inh | proKLK7 act | SMILES
-1 | 1 | -6 | -9 | -3 | 3 | 1 | -4 | -1 | 0.5 | NC1(C(=O)O)CCCCC1c1ccccc1 (stereo unspecified)
5 | 0 | -3 | 5 | 3 | 0 | -9 | 5 | -5 | -0.2 | C[n+]1ccc(C(=O)N/N=C/c2ccco2)cc1
11 | 0 | 18 | -11 | 13 | -3 | -1 | 7 | -1 | -0.6 | Cc1ccc(Nc2nc(-c3cccnc3)cs2)cc1C
13 | 3 | 2 | -5 | -12 | 1 | 4 | 9 | -3 | -0.1 | O=C(c1ccncc1)N1CCN(c2cccc(C(F)(F)F)c2)CC1
12 | 3 | 1 | -10 | 20 | -5 | -4 | 0 | 9.5* | -0.1 | COc1cccc(C(C)(O)c2nc(-c3csc4ccccc34)cs2)c1 (stereo unspecified)
7 | 0 | -10 | -4 | -4 | 1 | -2 | 4 | -3 | -0.7 | CCCCNc1ccc(C(CC(N)=O)NC(=O)c2cc(C)cc(C)c2)cc1[N+](=O)[O-] (stereo unspecified)
1 | 0 | -2 | 2 | 0 | 1 | -9 | -4 | 1 | 0.4 | Cn1c(SCC(=O)Nc2cccc(S(=O)(=O)NC3=NCCCCC3)c2)nnc1-c1ccccc1
-78 | -19 | 11 | 7 | 4 | -2 | 0 | 11 | -24 | 1.7 | COc1cc(C(CCN2CCOCC2)c2c(OC)cc(OC)c3c(C)cc(=O)oc23)cc(OC)c1OC (stereo unspecified)
